# ALDH1A1 inh: ALDH1A1 (human) enzyme inhibition | Purified ALDH1A1, NADH fluorescence, propionaldehyde substrate | Potency, µM (doses to about 75.3 µM), for inactives: at the highest dose activity, negative = inhibition, actives largely listed as inhibitors | P00352 | 7.3% of 220,000 active | AID 1030; active = well fitted inhibition curve with a large enough effect, not every such curve was filed as active; inconclusive = small, poorly fitted or top-dose-only effect, or another doubt; inactive = no such curve, though single readings can be large or run the other way;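 also: plate controls were no enzyme wells and a reference inhibitor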
# TR SRC2 fluor cs: alters Texas Red total fluorescence, flagging assay interference | Potency, µM (highest dose often 106 µM), for the others: at the top dose fluorescence change, negative = quenching | TRb/SRC2 Texas Red total fluorescence interference | 0.29% of 280,000 active; active = well fitted curve in either direction with a large enough effect; inconclusive = small, poorly fitted or top-dose-only effect
#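 Flags fluorescent or light-absorbing compounds by total fluorescence, S + 2P, at 555 nm excitation and 632 nm emission. Mixture: 20 nM Texas Red SRC2 peptide, 0.6 uM human TRb LBD, 1 uM T3, 5% DMSO; compound exposure 5 h at ambient temperature.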
# GLA spleen mod: inhibits or activates alpha-galactosidase in human spleen homogenate; P06280; human spleen homogenate, 4MU-alpha-Gal fluorescence, 40 min; Potency, µM (series often up to 80 µM), for the others: at the top dose activity change, negative = inhibition, usual class: inhibitors; 0.008% of 240,000 active;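 also: 0% = enzyme with vehicle and -100% = no enzyme basal signal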
#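 Spleen homogenate 1 ug + cpd (titration) + 4-MU-alpha-D-galactopyranoside 1 mM; 37C 40 min; 50 mM citrate/phosphate pH 5.0, 0.01% Tween-20; stop pH 10; fluorescence 365/440; AC50 via Hill.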
# Tau fluor counter: counter-screen for tau fibril formation inhibitors; tau K18 P301L Alexa594 fluorescence, heparin fibrillization; Potency, µM (top dose mostly 57.7 µM), for inactives: at the highest dose activity change, negative = decrease; AID 1463; 0.93% of 280,000 active; also: nearly all actives have a fitted effect of over 55% in size
#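 Human K18 P301L tau (15 uM unlabeled plus 0.24 uM Alexa 594-labeled, final) in 100 mM sodium acetate pH 7 was mixed with compound and 20 uM heparin and incubated 6 hr at 37 C.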
# TRb-SRC2 inh: disrupts binding of human TR beta to SRC2. 0.065% of 280,000 active. TRbeta-SRC2 peptide binding, fluorescence polarization; receptor liganded with 1 µM T3. Potency, µM (doses to about 106 µM), for the others: at the highest dose activity change, negative = inhibition, usual class: inhibitors;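 also: plate controls were bound peptide for no effect and peptide without receptor for full effect; nearly all actives have a fitted effect of over 50% in size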
#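 Read-out is fluorescence polarization (555 nm excitation, 632 nm emission) of a Texas Red SRC2 coactivator peptide; loss of signal reflects blocked binding to human TRb ligand-binding domain in the presence of 1 uM T3.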
# Tau FP inhib: tau fibrillization inhibition (FP); K18 P301L tau heparin fibrillization, Alexa594 FP, 6 h; P10636; AID 1468; 0.39% of 280,000 active; Potency, µM (highest dose often 57.7 µM), inactives show at the top dose activity, negative = inhibition, actives largely listed as inhibitors; also: nearly all actives have a fitted effect of over 55% in size
# Target sequence (P10636 561-689 P618L limits assumed): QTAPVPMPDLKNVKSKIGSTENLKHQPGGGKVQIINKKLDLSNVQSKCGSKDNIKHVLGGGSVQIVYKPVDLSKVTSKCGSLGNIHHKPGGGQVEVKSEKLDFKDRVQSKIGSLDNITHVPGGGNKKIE
#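 K18 P301L tau (15 uM unlabeled/0.24 uM Alexa 594-labeled, final) + compound + heparin 20 uM final; 100 mM NaOAc pH 7; 6 hr 37 C; ThT 30 uM final added, 1 hr RT; FP ex 555/em 632 nm.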
# L3MBTL1 block: blocks human L3MBTL1; AlphaScreen L3MBTL1–H3K9me1 peptide binding; Potency, µM (top dose mostly 57.1 µM), for the others: top-dose activity, negative = inhibition, usual class: inhibitors; 0.66% of 230,000 active; AID 485360; also: nearly all actives have a fitted effect of over 60% in size
# Target sequence (Q9Y468 whole entry, looked up): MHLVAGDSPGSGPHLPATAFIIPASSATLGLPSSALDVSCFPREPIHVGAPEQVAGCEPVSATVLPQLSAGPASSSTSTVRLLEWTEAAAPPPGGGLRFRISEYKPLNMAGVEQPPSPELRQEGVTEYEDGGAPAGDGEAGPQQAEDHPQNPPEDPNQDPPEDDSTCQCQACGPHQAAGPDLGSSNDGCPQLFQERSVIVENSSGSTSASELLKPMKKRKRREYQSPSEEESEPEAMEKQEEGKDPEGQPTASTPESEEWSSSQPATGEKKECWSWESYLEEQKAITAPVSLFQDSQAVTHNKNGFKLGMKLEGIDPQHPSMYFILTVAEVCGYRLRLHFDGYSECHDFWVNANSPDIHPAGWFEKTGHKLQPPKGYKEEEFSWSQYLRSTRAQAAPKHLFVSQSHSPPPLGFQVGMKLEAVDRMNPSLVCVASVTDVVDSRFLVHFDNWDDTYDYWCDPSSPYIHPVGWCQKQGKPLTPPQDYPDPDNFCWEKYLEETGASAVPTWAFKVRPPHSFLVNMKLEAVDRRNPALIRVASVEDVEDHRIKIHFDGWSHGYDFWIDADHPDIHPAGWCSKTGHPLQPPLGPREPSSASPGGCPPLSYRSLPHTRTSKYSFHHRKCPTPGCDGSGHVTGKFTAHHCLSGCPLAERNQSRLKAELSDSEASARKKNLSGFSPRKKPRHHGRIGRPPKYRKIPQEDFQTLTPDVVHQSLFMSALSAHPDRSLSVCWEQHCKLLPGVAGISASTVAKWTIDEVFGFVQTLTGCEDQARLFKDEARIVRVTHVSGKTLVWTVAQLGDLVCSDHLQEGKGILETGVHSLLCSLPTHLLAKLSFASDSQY
#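 Displacement of a biotinylated histone H3(1-15) peptide monomethylated at Lys9 (75 nM) from L3MBTL1 (50 nM) was measured by AlphaScreen after a 30 min room-temperature compound incubation; cefsulodin titration served as intraplate control.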
# Tau ThT inhib: blocks human tau fibril formation measured by thioflavin T | recombinant tau K18 P301L, heparin-induced fibrillization, ThT fluorescence | Potency, µM (doses to about 57.4 µM), without a hit: top-dose activity, negative = inhibition, most hits filed as inhibitors | 2.1% of 270,000 active; also: nearly all actives have a fitted effect of over 55% in size
#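 Fibril formation assay: tau K18 P301L at 15 uM with trace Alexa 594 label, heparin inducer 20 uM, pH 7 sodium acetate buffer, 37 C for 6 hr; endpoint ThT signal.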
# The depositor's hits bear a star; ? = inconclusive; · = no result given; & = joins results of further samples; [ ] = dose if it differs, or a comment. Unless noted, calls follow the shape of the dose curve; as a rule, active = well fitted curve in the direction sought with a large enough effect; inconclusive = small, poorly fitted or top-dose-only effect, or another doubt; inactive = no such curve, though single readings can be large; an effect the other way counts as inactive or inconclusive. Unless noted, % is scaled to controls: 0 for no effect and ±100 for the full control effect; potency is read from the fitted curve at half-maximal effect.
# Each structure is followed by: ALDH1A1 inh	TR SRC2 fluor cs	GLA spleen mod	Tau fluor counter	TRb-SRC2 inh	Tau FP inhib	L3MBTL1 block	Tau ThT inhib
1: O=C(Nc1ccc2c(c1)OCO2)c1cccc(Cl)c1
    -4.7%	-4.4%	5.1%	-16.9%	-6.5%	4.2%	-1.4%	?
2: Cc1ccc(C2=NOC(=O)/C2=C\c2ccc(C)o2)cc1
    ·	3.0%	-4.1%	-21.4%	4.6%	-0.3%	?	?
3: Brc1ccc(Nc2nc3ccccc3n3nnnc23)cc1
    -10.8%	-1.7%	-1.0%	?	6.0%	15.3%	·	-16.8%
4: O=C1CN(C(=O)CN2CCCC2)C(c2ccccc2)c2cc(Br)ccc2N1 (stereo unspecified)
    -0.8%	-1.8%	1.9%	1.9%	0.3%	-4.5%	-14.2%	-6.7%
5: Cn1c(=O)c2c(-c3ccccc3Br)n(CCc3ccccc3)cc2n(C)c1=O
    ·	-1.1%	·	-10.5%	2.6%	1.1%	·	?
6: O=C(NCc1cccs1)C1CCCN(S(=O)(=O)c2ccc(Br)s2)C1 (stereo unspecified)
    -5.6%	4.5%	2.1%	-7.7%	-15.0%	-6.6%	·	6.5%
7: Cc1ccc(S(=O)(=O)NC(=NCC(=O)O)c2ccccc2)cc1
    4.1%	3.1%	7.6%	1.9%	-3.1%	2.2%	2.9%	-5.2%
8: CCOC(=O)COc1c(Cl)cc(C2NC(=S)NC(c3ccccc3)=C2C(C)=O)cc1OCC (stereo unspecified)
    -0.7%	-0.2%	7.8%	1.2%	1.6%	9.1%	-0.9%	4.7%
9: O=C(CSc1ncc(-c2ccccc2)[nH]1)Nc1cccc(O)c1
    -9.8%	-13.3%	9.4%	?	6.9%	10.5%	·	-16.2%
10: Cc1ccc2ncnc(NCCCN3CCOCC3)c2c1
    20.5%	-0.1%	-3.9%	0.8%	-5.1%	3.0%	7.6%	-9.3%
11: O=C(NCc1ccncc1)C1CCN(S(=O)(=O)Cc2ccccc2)CC1
    3.7%	-1.4%	-0.9%	-12.0%	-4.1%	0.8%	·	-13.5%
12: CCCc1nn(C)c2c(=O)[nH]c(-c3cc(S(=O)(=O)N(CCO)CCO)ccc3OCC)nc12
    ·	1.0%	12.7%	-7.0%	-9.6%	-3.2%	-21.5%	2.4%
13: CSc1nc(C)cc(SCC(=O)Nc2ccc(Cl)cc2Cl)n1
    6.4%	-1.7%	4.6%	-20.6%	-21.4%	?	10.7%	?
14: CC(C)COc1ccc(Cc2cnc(N)nc2N)cc1
    -2.7%	-1.4%	-3.0%	-16.1%	-2.0%	3.8%	·	-16.2%
15: COc1cc2[nH]c(=O)n(CCCC(=O)N3CCN(c4cccc(C(F)(F)F)c4)CC3)c(=O)c2cc1OC
    ·	-1.3%	·	?	-5.8%	-11.5%	·	?
16: COc1ccc(-c2cn[nH]c2C)cc1OC
    2.3%	-2.8%	0.9%	7.9%	-9.4%	6.0%	1.9%	-5.3%
17: CC(=O)N1CCC(N(CCN2CCOCC2)C(=S)Nc2cc(C)ccc2C)CC1
    0.5%	-0.5%	0.7%	-0.6%	7.5%	2.5%	3.0%	-1.3%
18: COc1cc(C2NC(=O)NC(c3ccccc3)=C2C(C)=O)cc(Cl)c1OCC(=O)O (stereo unspecified)
    1.2%	0.6%	5.2%	-0.8%	-0.3%	4.7%	·	-8.7%
19: COc1ccc(OC)c(NC(=O)c2cc3c(=O)oc4ccccc4c3s2)c1
    ·	-0.5%	·	-15.3%	-0.5%	-3.3%	·	0.5%
20: CCn1c(=N)n(CC(O)c2ccco2)c2ccccc21 (stereo unspecified)
    -8.7%	3.4%	4.3%	-2.2%	-10.8%	3.3%	-14.4%	-8.6%

# Reprinted at random: six records from the list
# Each structure is followed by: ALDH1A1 inh	TR SRC2 fluor cs	GLA spleen mod	Tau fluor counter	TRb-SRC2 inh	Tau FP inhib	L3MBTL1 block	Tau ThT inhib
11: O=C(NCc1ccncc1)C1CCN(S(=O)(=O)Cc2ccccc2)CC1
    3.7%	-1.4%	-0.9%	-12.0%	-4.1%	0.8%	·	-13.5%
15: COc1cc2[nH]c(=O)n(CCCC(=O)N3CCN(c4cccc(C(F)(F)F)c4)CC3)c(=O)c2cc1OC
    ·	-1.3%	·	?	-5.8%	-11.5%	·	?
12: CCCc1nn(C)c2c(=O)[nH]c(-c3cc(S(=O)(=O)N(CCO)CCO)ccc3OCC)nc12
    ·	1.0%	12.7%	-7.0%	-9.6%	-3.2%	-21.5%	2.4%
1: O=C(Nc1ccc2c(c1)OCO2)c1cccc(Cl)c1
    -4.7%	-4.4%	5.1%	-16.9%	-6.5%	4.2%	-1.4%	?
16: COc1ccc(-c2cn[nH]c2C)cc1OC
    2.3%	-2.8%	0.9%	7.9%	-9.4%	6.0%	1.9%	-5.3%
7: Cc1ccc(S(=O)(=O)NC(=NCC(=O)O)c2ccccc2)cc1
    4.1%	3.1%	7.6%	1.9%	-3.1%	2.2%	2.9%	-5.2%

# Continued:
# Each structure is followed by: ALDH1A1 inh	TR SRC2 fluor cs	GLA spleen mod	Tau fluor counter	TRb-SRC2 inh	Tau FP inhib	L3MBTL1 block	Tau ThT inhib
21: CCn1ncc(/C=N\NC(=O)Cc2ccc([N+](=O)[O-])cc2)c1C
    -0.9%	-4.8%	-12.1%	-3.1%	-7.8%	3.1%	-1.0%	-9.7%
22: Cc1ccc(Cn2c(=O)n(Cc3ccc(Cl)cc3)c(=O)c3cccnc32)cc1
    ·	-20.1%	·	-21.1%	-6.2%	-12.0%	·	-7.9%
23: COc1ccc2c(c1)-c1nc(/N=C/c3c(O)ccc4ccccc34)sc1CC2
    17.8µM*	?	10.2%	?	?	?	-19.9%	22.4µM*
24: CCOC(=O)c1c(CN2CCN(C)CC2)oc2ccc(O)cc12
    ?	1.8%	3.0%	-8.0%	-23.0%	4.4%	29.9%	-6.4%
25: Cc1ccc(N2CCN(c3nc4ccc(C(=O)c5ccccc5)cc4n4cnnc34)CC2)c(C)c1
    ·	0.7%	·	-15.3%	-11.7%	-4.5%	·	1.9%
26: CCc1cccc(NC(=O)Cn2cc(C=O)c3ccccc32)c1
    -9.7%	-1.5%	-1.1%	-12.7%	0.0%	-14.5%	·	-5.1%
27: CCOC(=O)c1sc2nc(COC(=O)c3c(F)cccc3F)[nH]c(=O)c2c1C
    1.7%	0.7%	3.7%	-7.5%	2.9%	-4.6%	?	-6.8%
28: O=C(NCCNS(=O)(=O)c1ccc(C(F)(F)F)cc1)N1CCOCC1
    ·	-1.4%	5.3%	-1.3%	-3.3%	2.6%	16.3%	-1.2%
29: O=c1c(O)c(-c2cccs2)oc2ccccc12
    -14.4%	-5.7%	4.5%	-5.6%	-6.3%	7.7%	21.5%	-17.5%
30: CC(=O)c1ccc(N2CCN(C(=O)C3CCN(S(=O)(=O)c4c(C)noc4/C=C/c4ccc(C)cc4)CC3)CC2)cc1
    ·	0.0%	·	-8.7%	-9.9%	8.1%	·	-8.3%

# Values in list order from the entries so far:
# Nos. 21–30 in TR SRC2 fluor cs: -4.8%, -20.1%, ?, 1.8%, 0.7%, -1.5%, 0.7%, -1.4%, -5.7%, 0.0%
# Nos. 21–30 in Tau FP inhib: 3.1%, -12.0%, ?, 4.4%, -4.5%, -14.5%, -4.6%, 2.6%, 7.7%, 8.1%
# Nos. 21–30 in Tau ThT inhib: -9.7%, -7.9%, 22.4µM*, -6.4%, 1.9%, -5.1%, -6.8%, -1.2%, -17.5%, -8.3%

# Additional entries.
# Each structure is followed by: ALDH1A1 inh	TR SRC2 fluor cs	GLA spleen mod	Tau fluor counter	TRb-SRC2 inh	Tau FP inhib	L3MBTL1 block	Tau ThT inhib
31: CC1=NC(C#N)=C(C#N)NC(C)(C)C1
    4.7%	2.2%	3.5%	-10.9%	3.5%	-8.6%	·	-15.1%
32: COc1ccc(/C=C/C(=O)O)cc1S(=O)(=O)N1CCCCC1
    27.2%	1.0%	1.0%	11.4%	2.9%	6.5%	-19.6%	12.7%
33: CN(Cc1ccccc1)c1ccc(-c2nc(-c3ccncc3)no2)cc1[N+](=O)[O-]
    ·	-1.8%	·	-6.3%	0.8%	-13.6%	·	4.2%
34: CC(C)N1C(=O)CCC1C(=O)NCCc1ccc(Cl)cc1 (stereo unspecified)
    -2.8%	-2.4%	-2.2%	-8.3%	2.6%	-4.3%	2.6%	-5.5%
35: COc1ccc(NC(=O)C2CCCN(S(=O)(=O)c3cccc4cccnc34)C2)cc1OC (stereo unspecified)
    -6.8%	0.2%	-5.0%	-12.3%	8.4%	-1.3%	-5.9%	-14.4%
36: CCOc1ccccc1N(C)C(=O)c1cc2c(=O)n(CC)c3ccccc3c2s1
    ·	2.2%	2.2%	-0.2%	9.2%	4.3%	-10.7%	-5.9%
37: CC(NC(=O)c1cc2ccccc2o1)c1ccccc1 (stereo unspecified)
    ?	?	0.0%	-1.4%&-11.8%	-5.3%&-3.9%	1.6%&-4.4%	9.6%	4.1%&-9.8%
38: O=C(/C=C/c1ccc(Cl)c([N+](=O)[O-])c1)Nc1ccc(N2CCCC2)cc1
    -2.3%	-1.3%	-2.9%	17.8µM*[quencher]	-13.8%	-4.3%	-12.6%	0.891µM*
39: COc1ccc(C(=O)Nc2ccccc2C(=O)NC(C)C)cc1OC
    ?	-0.2%	6.8%	-3.3%	0.6%	-4.0%	·	-2.7%
40: Cc1ccc(S(=O)(=O)NCCc2nnc3ccc(SCc4ccc(F)cc4)nn23)cc1
    ·	-3.8%	·	0.3%	1.7%	10.9%	·	1.0%
41: O=C(Nc1ccn(Cc2c(F)c(F)cc(F)c2F)n1)c1ccc(COc2ccccc2Cl)cc1
    3.4%	0.8%	3.5%	?	-2.9%	-11.1%	-3.6%	-5.4%
42: Cn1cc(S(=O)(=O)NCCc2ccccc2)c(=O)n(C)c1=O
    ·	1.4%	13.7%	-3.2%	8.1%	3.9%	·	·
43: CCOC(=O)c1c(C)n(C)c2ccc(OC)c(NC(=O)CCN3CCSCC3)c12
    3.2%	-6.2%	-9.9%	-8.5%	3.3%	8.3%	·	-9.9%
44: O=C(Cn1nc2c(cc1=O)CCCC2)Nc1ccc(F)cc1F
    ·	2.5%	·	-1.7%	-4.1%	-2.7%	·	3.7%
45: COc1ccc(CNC(=O)c2ccccc2[N+](=O)[O-])cc1
    10.9%	-6.0%	3.0%	0.4%	-8.8%	-8.1%	0.6%	-3.8%
46: CCCC/C(O)=C/c1nc2ccccc2[nH]c1=O
    ?	0.7%	-1.5%	-3.3%	10.9%	2.6%	1.2%	-9.8%

# Compound activity (PubChem)
